# PKA-R1A activ: activates the PKA-R1A holoenzyme complex; P00514+P68181; PKA-R1A dissociation, Cy5-IP20 fluorescence polarization; scaled: DMSO 0%, 113 µM cGMP 100%; activation, % at 11.4 µM; hit rate 0.083% among 340,000; AID 504707;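 active = percent activation above the mean of all tested compounds plus 3 SD, cut at about 19% in these data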;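 also: higher means more PKAc released from R1A so a rise in polarization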
# Tat export inh: inhibitors of E. coli Tat protein transport | E. coli MC4100 TorA-mCherry Tat export, fluorescence | inhibition, % at 10 µM | hit rate 0.036% among 340,000 | AID 488895;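 active = mean replicate inhibition at least 50% and at least half of replicates individually reaching 50%; inconclusive = only one of the two criteria met; inactive = neither criterion met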;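 also: exported cargo escapes ClpAP degradation while cytoplasmic cargo is degraded and loses fluorescence; 0% = median of neutral control wells and 100% = median of NaSCN control wells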
# E coli growth: reduces bacterial viability in AddAB counter-screen. inhibition, % at 11.9 µM. E. coli V3065 growth, OD600 absorbance, 18 h. hit rate 0.27% among 330,000;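 active = inhibition above the campaign's mean inhibition across all tested compounds plus 3 SD, cut at about 9.9% in these data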;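 also: uninfected addAB+ strain grown without phage in ampicillin broth; 0% = DMSO wells and 100% = ciprofloxacin 0.95 µg/ml wells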
# Mot1-301 SUMO: SUMOylation pathway inhibition by Mot1-301 growth rescue | S. cerevisiae Mot1-301 growth rescue, ATP luminescence, 38.5C; percent above DMSO median, 100 means doubled | growth rescue, % at 18.8 µM | hit rate 1% among 320,000 | AID 2716;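 active = every valid replicate shows activation above 250% relative to neutral control wells; inactive = the rest, any valid replicate at or below 250%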;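 also: OY570 slx delta 5 strain wells were the positive control but not used for scaling; some compounds called inactive have numbers as strong as hits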
# DAGLB inhibitor: diacylglycerol lipase beta (human) inhibition; AID 504411; inhibition, % at 5.17 µM; Q8NCG7; hit rate 0.059% among 340,000; HEK293T DAGLB membrane lysate, EnzChek fluorogenic substrate; in the data active = inhibition above about 34%;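 also: 0% = enzyme with vehicle and 100% = wells lacking enzyme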
# Target sequence (Q8NCG7 whole entry, looked up): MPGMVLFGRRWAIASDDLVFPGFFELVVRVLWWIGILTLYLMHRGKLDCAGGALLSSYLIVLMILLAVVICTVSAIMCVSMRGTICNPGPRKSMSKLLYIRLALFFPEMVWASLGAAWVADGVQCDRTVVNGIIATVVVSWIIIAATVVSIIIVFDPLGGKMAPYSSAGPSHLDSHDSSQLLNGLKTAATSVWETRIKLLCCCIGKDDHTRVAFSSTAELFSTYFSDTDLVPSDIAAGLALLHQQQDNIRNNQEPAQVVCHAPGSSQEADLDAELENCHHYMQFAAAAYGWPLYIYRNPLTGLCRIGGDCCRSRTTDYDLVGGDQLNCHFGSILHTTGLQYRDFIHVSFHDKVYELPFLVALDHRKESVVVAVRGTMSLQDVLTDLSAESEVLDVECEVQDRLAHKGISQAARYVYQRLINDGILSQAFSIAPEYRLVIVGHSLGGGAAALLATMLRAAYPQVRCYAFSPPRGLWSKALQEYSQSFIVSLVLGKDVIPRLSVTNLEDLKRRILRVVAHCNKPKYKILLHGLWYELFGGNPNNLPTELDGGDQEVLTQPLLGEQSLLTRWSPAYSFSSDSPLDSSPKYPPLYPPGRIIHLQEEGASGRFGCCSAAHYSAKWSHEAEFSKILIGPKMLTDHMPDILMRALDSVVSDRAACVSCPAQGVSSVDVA
# CDK5 p35 inh: blocks human CDK5/p35 kinase activity. inhibition, % at 10 µM. Q00535+Q15078. Recombinant CDK5/p35, ADP-Glo luminescence, 60 min. hit rate 0.01% among 330,000;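 active = highest replicate inhibition of at least 50% and at least 75% of replicates reaching 50%; inconclusive = only one of the two criteria met; inactive = both criteria failed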;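 also: plate controls were DMSO neutral control for no effect and GW8510 at 10 µM for full effect; many of its hits are not listed in these tables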
# PKA-R2B act: activators of human PKA-R2B complex; AID 504700; PKA-R2B holoenzyme dissociation, Cy5-IP20 fluorescence polarization; R2B truncated from residue 108, S112A mutant; 0% DMSO only, 100% 113 µM cGMP; activation, % at 11.4 µM; hit rate 0.079% among 340,000;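 active = activation above a cutoff set at the mean over all compounds plus 3 SD, cut at about 18% in these data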;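 also: higher means more holoenzyme dissociation and a rise in polarization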
# HTR5A ag ctr: HTR5A agonism, opioid heterodimer counter-screen; P47898; HTR5A agonist assay, luminescence, cell-based; activation, % at 9.3 µM; hit rate 0.61% among 340,000; in the data active = activation mostly above about 9.5%, no sharp cut-off; inactive = mostly below about 7.6%;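 also: 0% = cells with vehicle only and 100% = reference agonist; strong numbers were not always called active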
# Target sequence (P47898 whole entry, looked up): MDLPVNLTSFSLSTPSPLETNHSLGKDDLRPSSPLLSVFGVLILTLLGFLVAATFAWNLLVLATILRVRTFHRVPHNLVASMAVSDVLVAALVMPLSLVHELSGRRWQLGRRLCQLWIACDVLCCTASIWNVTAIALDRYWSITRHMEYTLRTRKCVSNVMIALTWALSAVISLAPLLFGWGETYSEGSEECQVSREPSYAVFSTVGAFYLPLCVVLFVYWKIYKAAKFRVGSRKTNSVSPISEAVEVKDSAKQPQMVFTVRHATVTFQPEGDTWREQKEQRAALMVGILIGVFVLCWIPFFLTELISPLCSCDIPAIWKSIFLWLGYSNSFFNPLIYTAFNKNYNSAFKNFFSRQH
# HTR5A inv ctr: HTR5A inverse agonism, opioid heterodimer counter-screen; hit rate 0.083% among 340,000; HTR5A cell line, luminescence; inhibition, % at 9.3 µM; P47898; in the data active = inhibition mostly above about 23%, no sharp cut-off; inactive = mostly below about 18%;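 also: 0% = cells with DMSO and 100% = no-cell wells with DMSO; some compounds called inactive have numbers as strong as hits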
# phage Ecoli inh: E. coli growth loss with phage present; hit rate 0.26% among 360,000; growth absorbance; inhibition, % at 11.9 µM; AID 651602; in the data active = inhibition above about 11%
# AddAB inh: less growth of phage-infected E. coli with AddAB. inhibition, % at 11.9 µM. E. coli expressing H. pylori AddAB, absorbance growth. hit rate 0.29% among 330,000; in the data active = inhibition above about 12%;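 also: 0% = vehicle wells of infected cells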
# An asterisk follows results filed as active; ? = inconclusive; / = no result given.
SMILES,PKA-R1A activ,Tat export inh,E coli growth,Mot1-301 SUMO,DAGLB inhibitor,CDK5 p35 inh,PKA-R2B act,HTR5A ag ctr,HTR5A inv ctr,phage Ecoli inh,AddAB inh
O=C(Cn1cc(S(=O)(=O)N2CCN(c3ccccc3F)CC2)c2ccccc2c1=O)NCCCN1CCCCCC1,1,-4,-1.0,-6,2,-2.0,2,2,-6,4.0,6.0
CC1CC(O)(CC(O)(c2ccccc2)c2ccccc2)C(C)CN1C (stereo unspecified),2,3,-2.2,10,-1,1.0,0,1,-5,0.3,0.4
Cc1cc(C)c2nc(N3CCN(C(=O)c4cccs4)CC3)sc2c1,-4,6,0.1,11,-13,-1.1,-13,-1,4,2.6,-0.6
Cc1cccc(Nc2ccc(NCc3ccccc3)nn2)c1,-3,-4,4.1,85,2,0.8,-11,6,14,5.5,3.3
Cn1cc(S(=O)(=O)N2CCCC2)cc1C(=O)O,0,6,2.6,17,-3,-2.7,-7,2,-4,1.2,1.2
Cc1cccn2c(=O)c3cc(C(N)=S)c(=N)n(CCCOC(C)C)c3nc12,1,0,-4.3,3,7,-1.6,6,5,-48,-0.2,-1.4
CC(C)[C@@H](C(=O)N1CCN(C(=O)OC(C)(C)C)CC1)n1cc(CCO)nn1,-12,2,0.3,9,-1,-1.8,2,3,12,2.4,4.4
CC(=O)Nc1ccc(NC(=O)CSc2nccn2Cc2ccccc2)cc1,3,4,-1.9,-10,1,0.2,-7,-3,-8,3.4,-1.2
CC1(C)OC2CC3C4CC=C5CC(O)CCC5(C)C4CCC3(C)C2(C(=O)CO)O1 (stereo unspecified),-9,-17,/,/,1,0.1,1,1,-4,-0.3,/
COc1ccc(-c2oc3ccc(N4CCOCC4)cc3c2C#CCO)cc1,-4,-7,-0.9,10,5,-2.9,-9,6,-4,1.0,0.8
COc1ccccc1C(=O)NC1CCN(C(=S)NCCc2ccccc2)CC1,-12,-17,1.4,313,-5,-0.5,1,-3,9,2.9,4.8
CCc1ccc(NC(=O)C(=O)c2ccccc2NC(C)=O)cc1,7,-8,-1.7,-16,-4,1.0,7,-1,2,-1.1,4.0
O=C(NNc1nc2c(F)cc(F)cc2s1)C1=COCCO1,4,3,2.9,386,3,-1.6,-2,3,-8,3.1,2.6
Cc1ccc(-n2c(-c3ccccc3)c[n+]3c2CCC3)cc1,8,3,0.0,/,-1,-0.4,10,1,-26,2.9,-2.9
Cc1ccc(C2CC(c3ccccc3Cl)n3nc(N)nc3N2)cc1 (stereo unspecified),11,3,0.0,-9,5,0.8,11,-3,8,2.1,2.7
COc1ccccc1NC(=O)Nc1ccnn1Cc1cccs1,-4,-1,-0.6,8,0,-0.5,-5,3,-5,5.3,-3.9
Cc1oc(-c2ccc(Cl)cc2)nc1CN1CCC(C(=O)N2CCc3ccccc3C2)CC1,-1,-11,-1.8,4,1,0.6,-2,0,1,/,5.4
O=C(c1ccco1)N(Cc1ccco1)Cc1cc2ccccc2[nH]c1=O,-1,3,1.7,7,0,1.3,-10,6,-17,0.9,3.5
CCN(CC(=O)Nc1ccc(NC(C)=O)cc1)C(=O)c1ccccc1CCc1ccccc1,-1,-1,2.6,9,-3,2.4,-1,-1,2,3.0,-0.4
CCOc1ccc(CCNC(=O)c2cccs2)cc1OCC,-15,15,-0.9,4,1,-0.9,12,-2,6,1.0,1.3

# Taken from above.
# CC(=O)Nc1ccc(NC(=O)CSc2nccn2Cc2ccccc2)cc1 in Mot1-301 SUMO = -10
# Cc1cccc(Nc2ccc(NCc3ccccc3)nn2)c1 in HTR5A inv ctr = 14
# COc1ccc(-c2oc3ccc(N4CCOCC4)cc3c2C#CCO)cc1 in E coli growth = -0.9
# O=C(Cn1cc(S(=O)(=O)N2CCN(c3ccccc3F)CC2)c2ccccc2c1=O)NCCCN1CCCCCC1 in PKA-R2B act = 2

# 3 entries already listed, arranged by length of the SMILES, high to low.
SMILES,PKA-R1A activ,Tat export inh,E coli growth,Mot1-301 SUMO,DAGLB inhibitor,CDK5 p35 inh,PKA-R2B act,HTR5A ag ctr,HTR5A inv ctr,phage Ecoli inh,AddAB inh
CCN(CC(=O)Nc1ccc(NC(C)=O)cc1)C(=O)c1ccccc1CCc1ccccc1,-1,-1,2.6,9,-3,2.4,-1,-1,2,3.0,-0.4
CC(=O)Nc1ccc(NC(=O)CSc2nccn2Cc2ccccc2)cc1,3,4,-1.9,-10,1,0.2,-7,-3,-8,3.4,-1.2
CCOc1ccc(CCNC(=O)c2cccs2)cc1OCC,-15,15,-0.9,4,1,-0.9,12,-2,6,1.0,1.3

# Next compounds
SMILES,PKA-R1A activ,Tat export inh,E coli growth,Mot1-301 SUMO,DAGLB inhibitor,CDK5 p35 inh,PKA-R2B act,HTR5A ag ctr,HTR5A inv ctr,phage Ecoli inh,AddAB inh
CCOC(=O)C(CC)/C(C)=N/NC(=O)c1ccccc1[N+](=O)[O-] (stereo unspecified),-4,-2,0.2,-11,0,-1.4,-2,-1,4,1.1,-0.1
CCn1cc(C(=O)N2CCN(Cc3ccc4c(c3)OCO4)CC2)c2cc(OC)c(OC)cc2c1=O,4,-3,-1.2,-26,-1,1.0,-5,1,-37,5.4,-2.6
Cc1cc(C)c(C(=O)COC(=O)c2cc([N+](=O)[O-])ccc2NCCO)cc1C,-12,-8,0.9,11,-2,-3.1,-9,1,-5,2.8,1.0
CCN1CCN(C(=O)c2ccc(Cn3c(=O)[nH]c4cc(OC)c(OC)cc4c3=O)cc2)CC1,9,4,2.9,20,0,0.7,1,2,-25,2.5,1.9
CCNC(=O)C12CCC(C)(C(=O)O1)C2(C)C (stereo unspecified),-13,-8,1.5,148,0,1.1,0,-1,3,0.7,0.7
CCn1nc(C(=O)Nc2ccccc2N2CCCC2)c2ccccc2c1=O,0,27,1.4,-16,-18,1.7,-13,2,-5,-0.2,1.0
Fc1ccc(-n2[nH]nnc2=S)cc1N1CCCC1,-6,4,0.2,18,7,-0.2,9,2,23,1.7,-0.6
COc1ccc(-c2n[nH]c(C)c2-c2cscn2)c(O)c1,-1,6,1.8,-12,0,-2.2,5,-4,11,0.8,0.0
COc1ccc(CCNCC(O)COc2ccc(OC)cc2C(C)(C)C)cc1 (stereo unspecified),-14,5,-0.8,25,-2,1.4,-3,0,1,-1.4,3.1
CCOC(=O)/C(C#N)=C/c1cn(CCC(=O)O)nc1-c1ccc(OC)cc1,11,0,0.6,-4,-1,0.7,2,0,-1,2.8,-3.6
Cc1sc(NC(=S)NC(=O)CCc2ccccc2)c(C(N)=O)c1C,6,-3,-0.2,-17,-4,1.3,-2,0,-26,1.7,-0.2
CCCN(CC1CC1)C(=S)NC(=O)C1CC1,-1,-3,-0.7,-7,1,1.5,-4,-3,8,4.6,-0.4
CS(=O)(=O)c1ccc(C(=O)CN2C(=O)NC3(CCCc4ccccc43)C2=O)cc1 (stereo unspecified),-11,-11,0.9,-2,3,0.2,-7,2,-6,0.9,-0.6
Cc1cc(NO)c(C(C)C)cc1N=O,-2,1,1.1,/,-4,7.9,-13,-1,-2,3.5,0.6
COc1ccc(CN2[C@@H](CC(=O)O)c3cc(C(F)(F)F)ccc3S2(=O)=O)cc1,-10,-5,-0.3,3,2,0.9,0,-2,4,3.7,1.9
CCCNC(=S)N1CCC(n2cnc3ccccc32)CC1,7,1,0.2,-30,2,-1.0,13,0,0,3.7,6.4
Fc1cc(F)c2nc(N3CCCC3)sc2c1,1,2,-0.6,-3,0,0.1,1,0,-1,2.6,0.2
O/N=C(/Cc1ccccn1)c1ccccc1,2,4,-2.2,2,-2,0.9,-2,5,-13,1.0,1.2
CC(C)C1CC(CCNCc2ccc3c(c2)OCO3)(c2ccccc2)CCO1 (stereo unspecified),-3,0,2.4,/,-2,-1.0,-4,-2,8,-0.1,2.5
CC(C)Sc1cc(N2CCCC2)nc(-c2ccccc2Cl)n1,-4,-1,0.1,-11,-10,-0.3,-5,0,-14,-0.6,1.1
COc1ccc(CCNC(=O)c2cc3c(=O)n4ccccc4nc3n(CC3CCCO3)c2=N)cc1 (stereo unspecified),-9,-3,/,/,-1,0.1,5,0,-6,1.1,/
C=CCN1C(=O)c2ccc(C(=O)OCC(=O)Nc3ccc(S(N)(=O)=O)cc3)cc2C1=O,-2,-8,-0.1,-9,1,1.8,2,3,-13,3.5,-3.3
COc1ccc(CN2CCN(C(=O)c3cc(-c4cccnc4)nc4ccc(Cl)cc34)CC2)c(OC)c1OC,-7,1,-1.2,510*,1,0.6,3,1,-2,0.3,-0.4
CCOC(=O)c1ccc(S(=O)(=O)N2CC(=O)Nc3ccccc32)cc1,-9,-1,0.2,-20,4,0.6,6,3,-3,2.2,3.5
N#C/C(=C\Nc1ccccc1O)c1nc2ccccc2o1,-9,5,1.6,12,0,1.2,5,3,-8,6.6,4.5
Cc1ccc(-c2nsc(SCC(=O)NCC3CCCO3)n2)cc1 (stereo unspecified),13,-14,-0.3,22,-3,0.3,7,-1,3,1.7,0.1
CC(=O)c1cccc(NC(=O)C(=O)Nc2cccc3ccccc23)c1,0,-11,2.7,9,-1,0.5,-4,-2,22,0.5,1.9
CCOC(=O)C(CC(C)C)CP(=O)(O)CNC(=O)OCc1ccccc1 (stereo unspecified),-14,1,-1.1,-7,1,-2.6,-12,-3,7,3.4,3.2
c1ccc(SCc2cc(-c3ccccc3)no2)cc1,14,3,0.7,-16,-14,0.2,11,0,-25,4.8,-0.1
CC(C)CN(C(=O)CN1C(=O)NC2(CCc3ccccc32)C1=O)C1CCS(=O)(=O)C1 (stereo unspecified),-3,-1,-3.4,-13,1,-3.7,8,-5,-1,3.4,1.4
CC[C@]1(C(=O)OC)[C@H]2C(=O)N(Cc3ccccc3)C(=O)[C@H]2[C@H]2CN(C)C(=NC)N21,1,0,1.1,/,2,0.9,3,0,-1,/,1.5
O=C1N(c2ccccc2C(F)(F)F)O[C@]1(c1ccccc1)C1CCCC1,-8,-5,1.0,16,-13,-1.3,-2,-2,4,1.2,1.9
CCOC(=O)C1=C(C)NC(=S)NC1c1cc(C)sc1C (stereo unspecified),-8,?,-0.9,1,-1,1.8,-4,3,-9,3.1,4.4
COc1ccc(N(CC(=O)NCc2ccccn2)S(=O)(=O)c2ccccc2[N+](=O)[O-])c(OC)c1,5,-4,-0.7,-9,1,-1.0,9,2,-5,3.2,0.8
CCOC(=O)c1ccc(NC(=O)COc2ccc(-n3cnnn3)cc2)cc1,2,-5,-1.1,20,-2,1.8,-6,0,0,1.1,1.3

# Sorted by the number under DAGLB inhibitor (largest number first): some entries from above.
SMILES | DAGLB inhibitor
CC(C)CN(C(=O)CN1C(=O)NC2(CCc3ccccc32)C1=O)C1CCS(=O)(=O)C1 (stereo unspecified) | 1
CC(=O)c1cccc(NC(=O)C(=O)Nc2cccc3ccccc23)c1 | -1
CC(C)C1CC(CCNCc2ccc3c(c2)OCO3)(c2ccccc2)CCO1 (stereo unspecified) | -2
c1ccc(SCc2cc(-c3ccccc3)no2)cc1 | -14

# High-throughput results (PubChem BioAssay)
